# RGS12 GoLoco inh = qHTS Assay for Inhibitors of RGS12 GoLoco Motif Activity (Red Fluorophore); Guanine nucleotide-binding protein G(i) subunit alpha-1 (Homo sapiens), P63096; Gai1:RGS12 GoLoco peptide FP, rhodamine, 10 min; Potency, µM (titrated, usually from 61.6 µM), without a hit: at the highest dose activity, negative = inhibition, usual class: inhibitors; 0.44% of 230,000 active; AID 880, 2007; active = well fitted inhibition curve with a large enough effect, not every such curve was filed as active; inactive = no such curve, though single readings can be large or run the other way; also: % is scaled to controls: 0 for no effect and ±100 for the full control effect; nearly all actives have a fitted effect of over 30% in size; many of its hits are not listed in these tables
# Luc counter = Counterscreen for Luciferase (Kinase-Glo TM) Inhibition; Luciferin 4-monooxygenase (Photuris pensylvanica), Q27757; AID 1379, 2008; 0.28% of 200,000 active; Potency, µM (series often up to 38.3 µM), without a hit: top-dose activity change, negative = inhibition, usual class: inhibitors; Kinase-Glo luciferase, ATP luminescence, 8 min; also: % is scaled to controls: 0 for no effect and ±100 for the full control effect; nearly all actives have a fitted effect of over 60% in size
#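 Kinase-Glo luciferase light output from ATP and luciferin was measured with 10 uM ATP, within the enzyme's linear range. Buffer: 50 mM imidazole pH 7.2, 50 mM KCl, 7 mM MgCl2, 0.01% Tween 20, 0.05% BSA; luminescence read after 8 min at ambient temperature.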
# NPSR antagonist = qHTS Assay for Antagonists of the Neuropeptide S Receptor: cAMP Signal Transduction; CHO-NPSR cells, cAMP TR-FRET, antagonist mode; Q6W5P4; AID 1461, 2008; Potency, µM (titrated, usually from 38.3 µM), for the others: at the highest dose activity change, negative = inhibition, most hits filed as inhibitors; 1% of 220,000 active; also: % is scaled to controls: 0 for no effect and ±100 for the full control effect; nearly all actives have a fitted effect of over 50% in size; many of its hits are not listed in these tables
# Target sequence (Q6W5P4 whole entry, looked up): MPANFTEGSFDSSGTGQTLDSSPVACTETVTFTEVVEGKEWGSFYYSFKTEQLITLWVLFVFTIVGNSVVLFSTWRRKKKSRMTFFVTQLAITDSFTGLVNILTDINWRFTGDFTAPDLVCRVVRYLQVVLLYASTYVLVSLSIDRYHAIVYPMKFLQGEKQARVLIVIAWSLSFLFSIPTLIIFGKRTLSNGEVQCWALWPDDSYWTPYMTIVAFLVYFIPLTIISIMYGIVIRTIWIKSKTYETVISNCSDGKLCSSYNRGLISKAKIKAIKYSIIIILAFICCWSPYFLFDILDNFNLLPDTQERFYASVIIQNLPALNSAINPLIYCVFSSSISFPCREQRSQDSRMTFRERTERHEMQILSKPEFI
# RECQ1 helicase = qHTS Assay for Inhibitors of RecQ-Like Dna Helicase 1 (RECQ1); Potency, µM (top dose mostly 57.3 µM), inactives show at the top dose activity, negative = inhibition, most hits filed as inhibitors; RECQ1 DNA unwinding, red fluorescence kinetic read; AID 2549, 2010; 0.54% of 240,000 active; ATP-dependent DNA helicase Q1 (Homo sapiens), P46063;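 also: plate controls were vehicle for no effect and no enzyme for full effect; nearly all actives have a fitted effect of over 30% in size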
# Target sequence (P46063 whole entry, looked up): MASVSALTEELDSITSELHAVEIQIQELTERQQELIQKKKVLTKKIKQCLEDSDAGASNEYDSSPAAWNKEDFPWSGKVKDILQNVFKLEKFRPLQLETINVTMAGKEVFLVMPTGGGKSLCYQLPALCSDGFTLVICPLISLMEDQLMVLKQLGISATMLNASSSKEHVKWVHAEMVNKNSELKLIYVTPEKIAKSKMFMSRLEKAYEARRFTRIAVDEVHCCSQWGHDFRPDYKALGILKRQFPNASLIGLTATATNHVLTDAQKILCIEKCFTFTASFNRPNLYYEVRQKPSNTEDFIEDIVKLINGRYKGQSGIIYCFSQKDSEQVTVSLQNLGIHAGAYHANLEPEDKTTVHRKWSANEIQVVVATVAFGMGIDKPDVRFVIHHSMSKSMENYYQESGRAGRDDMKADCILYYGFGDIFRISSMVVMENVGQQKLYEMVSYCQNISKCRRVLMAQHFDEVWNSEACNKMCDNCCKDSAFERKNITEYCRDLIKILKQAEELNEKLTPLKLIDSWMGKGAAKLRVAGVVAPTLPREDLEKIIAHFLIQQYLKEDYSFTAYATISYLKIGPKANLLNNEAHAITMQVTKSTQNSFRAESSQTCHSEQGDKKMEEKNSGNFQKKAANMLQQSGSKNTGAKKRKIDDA
#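 RECQ1T1 50 nM; forked duplex (20 bp + 30-nt ss tails) 200 nM, ATP 2 mM final; pH 8.0, 2 mM MgCl2, 2.5 ug/ml poly(dI-dC); 15 min compound preincubation; discontinuous kinetic read over 2 h at RT.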
# Epigenetic derep = Quantitative High-Throughput Screen for Regulators of Epigenetic Control. murine LDR cells, GFP reporter derepression, 30 h. Potency, µM (series often up to 53.9 µM), inactives show top-dose GFP activation, usual class: activators. 0.2% of 280,000 active; also: % of control where 0% means no effect; nearly all actives have a fitted effect of over 60% in size
#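 Readout is the number of GFP-expressing murine LDR cells, counted by cytometry following washing. Cells were treated with compound for 30 h at 37 C; the stably integrated CMV-GFP locus is normally silent.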
# SMN2 splice enh = qHTS Assay for Enhancers of SMN2 Splice Variant Expression; HEK293 SMN2-luciferase splicing reporter, luminescence, 30-36 h; Potency, µM (doses to about 46.1 µM), without a hit: top-dose activity change, positive = activation, usual class: activators; 2.8% of 210,000 active; also: % of control where 0% means no effect; nearly all actives have a fitted effect of over 55% in size
#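 qHTS luciferase splicing reporter: luminescence rises when SMN2 exon 7 is included in transfected HEK293 cells. Compound exposure lasted 30-36 h at 37C, with 4.5 mM final sodium butyrate as control, followed by a ONE-Glo read.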
# IMPase Li inh = qHTS Assay for Identifying the Cell-Membrane Permeable IMPase Inhibitors: Potentiation with Lithium; CHO-M1 cells, IP1 TR-FRET (IP-One), carbachol + lithium; Potency, µM (highest dose often 59.4 µM), without a hit: top-dose activity, negative = IMPase inhibition, actives largely listed as inhibitors; 0.35% of 210,000 active; AID 1457, 2008;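 also: IP1 builds up when IMPase is blocked and the TR-FRET signal falls; plate controls were basal vehicle for no effect and high inhibitor control for full effect; nearly all actives have a fitted effect of over 50% in size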
#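 CHO cells stably expressing M1 receptor (2000/well, cultured 16–30 h) treated 30 min at 37C with compound plus low lithium. Cytosolic IP1 by TR-FRET (665/620 ratio and 620 channel) after 10 min lysis; AC50 by Hill fit.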
# JMJD2E inh = qHTS Assay for Inhibitors of Human Jumonji Domain Containing 2E (JMJD2E); AID 2147, 2009; JMJD2E catalytic domain, FDH-coupled NADH fluorescence (FDH is formaldehyde dehydrogenase); Potency, µM (highest dose often 57.1 µM), for inactives: at the top dose activity change, negative = inhibition, hits mostly inhibitors; Lysine-specific demethylase 4E (Homo sapiens), B2RXH2; 1.6% of 230,000 active; active = well fitted inhibition curve with a large enough effect, not every such curve was filed as active; inconclusive = small, poorly fitted or top-dose-only effect, or another doubt; inactive = no such curve, though single readings can be large or run the other way;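 also: 0% = wells with enzyme and -100% = buffer wells without enzyme; nearly all actives have a fitted effect of over 50% in size; many of its hits are not listed in these tables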
# * marks the source's active call; other numbers are inactive results; i = inactive; ? = inconclusive; nt = no result given; [ ] = dose if it differs, or a comment. Unless noted, calls follow the shape of the dose curve; as a rule, active = well fitted curve in the direction sought with a large enough effect; inconclusive = small, poorly fitted or top-dose-only effect, or another doubt; inactive = no such curve, though single readings can be large; an effect the other way counts as inactive or inconclusive. Potency is read from the fitted curve at half-maximal effect.
molecule	NPSR antagonist	Epigenetic derep	RECQ1 helicase	JMJD2E inh	SMN2 splice enh	IMPase Li inh	Luc counter	RGS12 GoLoco inh
CN(Cc1ccc(-n2cccn2)cc1)Cc1cn(C)nc1-c1ccccc1F	3%	1.0%	-19%	-8%	nt	7%	1%	-2%
COc1ccccc1NC(=O)C1CC(=O)N(c2ccc(F)cc2)C1 (stereo unspecified)	1%[46.1 µM]	-0.8%	-1%	0%	1%	8%[38.3 µM]	4%	3%
CCS(=O)(=O)N1CCC(C(=O)NCCN2CCOCC2)CC1	12%	0.1%	-7%	2%	-14%	-12%	0%	1%
O=C(CCS(=O)(=O)c1ccccc1)Nc1cccc(-c2nc3ccccc3s2)c1	15%	4.5%	6%	-2%	-111%[inhibitor]	-21%	-12%	61%[activator]
CCn1ncc(/C=N\NC(=O)Cc2ccc([N+](=O)[O-])cc2)c1C	14%	3.3%	5%	6%	-17%	-1%	2%	-4%
Cc1ccc(-c2csc(NC(=O)CSc3ncn(-c4ccccc4)n3)n2)cc1	?	0.8%	-14%	-1%	-19%	25%[38.3 µM]	4%	-2%
CCOC(=O)CCCN	nt	nt	nt	nt	-9%[9.22 µM]	-14%	-2%[7.66 µM]	1%[14.2 µM]
Cc1ccc(C2=NC(C)(C)N=C2SCC(=O)Nc2ccc(Cl)cc2)cc1	-30%[46.1 µM]	-1.0%	-3%	2%	-42%[inhibitor]	46%[activator][38.3 µM]	2%	-2%
CC(C)(C)NC(=O)CSc1nc2ccc(Nc3nc(N4CCOCC4)nc(N4CCOCC4)n3)cc2s1	-56%	-0.9%	26%	?	-49%[inhibitor]	9%	-2%	10%
CC(C)(C)C(=O)N1N=C(c2ccc(NS(C)(=O)=O)cc2)CC1c1cccs1 (stereo unspecified)	-52%	6.2%	i	?	-7%	6%	0%	-4%
COc1ccc(N2CCN(C(=O)CSc3nnc(C)c(=O)[nH]3)CC2)cc1	-20%[46.1 µM]	?	-1%	-7%	-21%	2%[38.3 µM]	-2%	15%
Cc1ccc(NC(=O)CN2C(=O)N/C(=C/c3ccc(C)o3)C2=O)cc1	-12%[46.1 µM]	?	-7%	?	6%	-7%[38.3 µM]	4%	3%
Cc1c(NC(=O)c2cc3nc(-c4ccccc4)cc(C)n3n2)c(=O)n(-c2ccccc2)n1C	-6%[46.1 µM]	-1.0%	4%	?	14%	53%[activator][38.3 µM]	-2%	-9%
CCOC(=O)c1[nH]c2ccccc2c1NC(=O)c1ccc(S(=O)(=O)N(C)C)cc1	-14%	-0.4%	-21%	10%	2%	17%	-2%	1%
O=C(NNc1ccc(Cl)cc1)C1CCC1	-13%	1.1%	-6%	-5%	nt	nt	nt	10%

# One compound at a time, as listed above. Order of screens: NPSR antagonist	Epigenetic derep	RECQ1 helicase	JMJD2E inh	SMN2 splice enh	IMPase Li inh	Luc counter	RGS12 GoLoco inh
# `COc1ccccc1NC(=O)C1CC(=O)N(c2ccc(F)cc2)C1` (stereo unspecified) is listed as 1%[46.1 µM]	-0.8%	-1%	0%	1%	8%[38.3 µM]	4%	3%
# `COc1ccc(N2CCN(C(=O)CSc3nnc(C)c(=O)[nH]3)CC2)cc1` is listed as -20%[46.1 µM]	?	-1%	-7%	-21%	2%[38.3 µM]	-2%	15%

# An excerpt from above in order of their number in RGS12 GoLoco inh, falling:
canonical_smiles,NPSR antagonist,RECQ1 helicase,JMJD2E inh,SMN2 splice enh,IMPase Li inh,RGS12 GoLoco inh
COc1ccc(N2CCN(C(=O)CSc3nnc(C)c(=O)[nH]3)CC2)cc1,-20%[46.1 µM],-1%,-7%,-21%,2%[38.3 µM],15%
CC(C)(C)NC(=O)CSc1nc2ccc(Nc3nc(N4CCOCC4)nc(N4CCOCC4)n3)cc2s1,-56%,26%,?,-49%[inhibitor],9%,10%
CN(Cc1ccc(-n2cccn2)cc1)Cc1cn(C)nc1-c1ccccc1F,3%,-19%,-8%,nt,7%,-2%

# Next section:
molecule	NPSR antagonist	Epigenetic derep	RECQ1 helicase	JMJD2E inh	SMN2 splice enh	IMPase Li inh	Luc counter	RGS12 GoLoco inh
COc1ccccc1NC(=O)NCCN1C(=O)C2C3C=CC(C3)C2C1=O (stereo unspecified)	-1%[46.1 µM]	-1.9%	-6%	8%	-2%	-10%[38.3 µM]	-3%	0%
O=C(N/N=C/c1cccc(F)c1)c1c(O)c2c([nH]c1=O)CCCC2	19%	-1.3%	-14%	-3%	13µM*	-4%	-5%	8%
O=C(CSc1nnc(Cc2csc(Nc3cccc(Cl)c3)n2)o1)N1CCc2ccccc21	-27%[46.1 µM]	-1.6%	-6%	0%	-7%	4%[38.3 µM]	3%	2%
CCOC(=O)c1c(CN2CCN(C)CC2)oc2ccc(O)cc12	17%[46.1 µM]	0.0%	i	?	-6%	5%[38.3 µM]	-4%	5%
COc1ccc(-c2ccnc3cc(C(=O)O)nn23)cc1	-3%	0.0%	i	?	6%	-7%	5%	8%
O=C(/C=C/c1ccco1)NCC(=O)N/N=C/c1ccccc1[N+](=O)[O-]	3%	3.9%	-15%	-1%	-10%	-3%	2%	7%
CCOC(=O)C1=C(O)C(=O)N(c2ccc(S(N)(=O)=O)cc2)C1c1ccc(Cl)cc1 (stereo unspecified)	-9%[46.1 µM]	0.9%	-12%	?	1%	?	6%	1%
CC(/C=C/c1ccccc1)=N/NC(=O)c1cnccn1	3%[46.1 µM]	1.2%	-1%	1%	-72%[inhibitor]	12%	7%	6%
O=C(NC1CCCCC1)N(CCN1CCOCC1)Cc1cc2cc3c(cc2[nH]c1=O)OCCO3	4%[46.1 µM]	0.7%	-4%	?	-8%	-1%[38.3 µM]	-1%	2%
CN(C)c1oc(-c2ccc(OCc3ccccc3)cc2)nc1C#N	-7%[46.1 µM]	0.0%	i	?	?	19%[38.3 µM]	-1%	-3%
COc1cc(OC)c2ccc(=O)oc2c1C(CCN1CCOCC1)c1ccc2c(c1)OCO2 (stereo unspecified)	nt	-1.6%	-5%	nt	nt	7%	1%[39.9 µM]	14%
CC[n+]1cccc(-c2nc3ccccc3s2)c1	9%	-2.7%	0%	?	-20%	-1%	1%	10µM*
COC(=O)C1=C(C)Nc2nnnn2C1c1ccccc1Cl (stereo unspecified)	-4%[46.1 µM]	-2.0%	-5%	3%	9%	-1%	1%	14%
CC(OC1=CC(=O)CCC1)C(=O)c1ccccc1 (stereo unspecified)	-7%[46.1 µM]	0.2%	-10%	-5%	9%	-3%[38.3 µM]	2%	-2%
COc1ccc(NC(=O)CSc2ccccc2)cn1	?	-0.5%	i	7%	8%	3%	-1%	16%
S=c1nc(C2CCCCC2)n(-c2ccccc2)[nH]1	-2%	-0.9%	-2%	-2%	-3%	2%	-3%	-4%
O=C(CCC1CCCCC1)NCCN1C2=NC[C@H](Cc3ccc(O)cc3)N2C[C@H]1Cc1ccc(O)cc1	28%	0.1%	-7%	-8%	nt	21%	nt	0%
C[C@@]12C(=O)OC(=O)[C@@]1(C)C1CCC2O1	nt	-3.8%	-2%	3%	-107%[inhibitor]	14%	-4%	1%
COc1ccccc1NC(=O)Cn1cnc2c(cnn2-c2ccccc2)c1=O	-7%[46.1 µM]	0.0%	i	-6%	-30%[inhibitor]	6%[38.3 µM]	-2%	-10%
N#Cc1cc2c(nc1SCC(=O)N1CCOCC1)CCCCC2	-7%[46.1 µM]	-0.8%	i	-5%	-72%[inhibitor]	11%[38.3 µM]	-4%	1%
CC(C)Nc1nc(C#N)nc(NC(C)C)n1	-3%[46.1 µM]	-1.0%	i	-5%	-17%	-8%[38.3 µM]	1%	-6%
Cc1cccc(NC(=O)CN2C(=O)CSC2=O)c1	12%	-0.1%	-4%	2%	nt	5%	-5%	8%
COc1ccc(Nc2nnc(C)c(=O)[nH]2)c(OC)c1	18%	0.0%	-7%	-5%	nt	nt	nt	2%
O=C(CC1C(=O)N(c2ccccc2)C(=O)N1C1CCCCC1)Nc1ccccc1 (stereo unspecified)	-1%[46.1 µM]	-1.0%	i	2%	28%	14%[38.3 µM]	-1%	3%
N#CC12CCCCC1CC1CCCCC1(C#N)N2CCO (stereo unspecified)	-10%[46.1 µM]	0.1%	-15%	-8%	-9%	4%[38.3 µM]	0%	5%
Cc1cc(C)cc(NC(=S)N(CCN2CCCCC2)Cc2ccco2)c1	-33%	0.2%	-1%	-6%	-28%	17%	10%	4%
Cc1ccc(C(=O)OCC2OC3OC(C)(C)OC3C2O)cc1 (stereo unspecified)	4%	1.0%	-3%	-10%	-7%	0%	2%	1%
COc1ccc(NC(=S)NCc2ccc3c(c2)cc(C)n3C)cc1	6%	-0.3%	5%	-6%	-62%	10%	0%	20%
COc1ccc(C(=O)C[n+]2ccc(N(C)C)cc2)cc1	16%	-2.7%	-6%	2%	nt	nt	nt	4%
Cc1cc(C(=O)CCl)c(C)n1-c1c(C)n(C)n(-c2ccccc2)c1=O	-24%	-0.2%	-2%	0%	-46%[inhibitor]	31%[activator]	-2%	6%
O=C(NCC1CCCO1)c1ccc(S(=O)(=O)N2CCC(c3nc4ccc(Cl)cc4[nH]3)CC2)cc1 (stereo unspecified)	15%[46.1 µM]	-0.8%	-5%	0%	-43%[inhibitor]	6%	-2%	10%
Cc1cc(NC(=O)Cc2ccccc2)ccc1NC(=O)c1cccs1	20%	0.0%	7%	-14%	nt	10%	-1%	13%
CCCn1nnc(NC(=O)c2ccc(-c3cccc(Cl)c3)o2)n1	-7%[46.1 µM]	-1.1%	-6%	?	7%	-24%[38.3 µM]	-4%	3%
c1ccc(Nc2nc(-c3ccncc3)nc3ccccc23)cc1	-23%	4.2%	-6%	?	-31%[inhibitor]	-3%	6%	10%
COc1ccc(-c2nc3ccccc3nc2-c2ccccc2)cc1	?	1.6%	i	?	nt	9%	2%	-1%

# Assay outcomes as filed in PubChem BioAssay.

# This is a subset. The share of hits here may be higher or lower than overall.
